# Dynein transport = inhibitors of GR-EGFP nuclear translocation, primary screen, dynein cargo transport inhibitor project, imaging, high-content, 3617.4 mouse cells | 220,000 compounds, 0.47% hits | z-score, hits read low | test concentration mostly 20 µM; stimulated with dexamethasone, 1 µM; stronger effect = lower value | AID 1381, 2008;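 active = plate z-score of nuclear minus cytoplasmic receptor signal below a set negative limit, without overly bright fluorescence or cell loss, cut at about -3.5 in these data, passing the limit was not always enough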;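 note: z-score of nuclear minus cytoplasmic ring GR-EGFP intensity difference per well; some compounds called inactive have numbers as strong as hits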
#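 Buffer or medium: tet-free, stripped-serum medium; Also added: dexamethasone, 1.0 µM final; Technique: high-content fluorescence imaging after fixation; Times: 48 h induction, 1 h compound, 30 min dex at 37 °C; Read-out: per-cell GR-EGFP intensity, nucleus versus surrounding cytoplasmic ring, well-averaged.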
# WT yeast gro inh = growth inhibition of WT strain, primary screen, mitochondrial fusion inhibitor project, WT and mutant strains, chemical genetic; inhibition, % at 10 µM; AID 1362, 2008; mitochondrial fusion phenotypic screen; 190,000 compounds, 2.1% hits; in the data active = inhibition above about 58%; tested in S. cerevisiae
# Yfh1-depleted yeast = enhancers of respiration in Yfh1-depleted yeast, dose response, Friedreich's ataxia, plus single-dose screen (AID 1465). S. cerevisiae Yfh1-off respiration, WST-1 reduction, 72 h; higher fold induction means a stronger effect. fold induction at 50 µM; hits with a dose series show EC50 in µM. 220,000 compounds, 0.074% hits;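 active = fold induction of absorbance versus untreated yeast above a set limit, then at least 30% activation at any dose in follow-up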;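 note: activators that raise dye reduction in frataxin-depleted yeast; strong numbers were not always called active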
# MT stabilize HCS = microtubule stabilizers in HeLa cells, primary screen, imaging, high-content imaging | HeLa tubulin immunostaining HCS, 24 h; share of cells brighter than vehicle mean+2SD | % tubulin-high responders, % at 10 µM | 200,000 compounds, 0.83% hits;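 active = plate Z-score above 3 for both tubulin-high and condensed-nucleus cell shares, with cell loss under 80%, at 10 µM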;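 note: anti alpha tubulin signal scored within the nucleus-defined area of each cell; some results filed as inactive read as strong as hits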
# Autophagy HCS = autophagy modulators in MEF cells, primary screen, imaging, high-content, MEF GFP-LC3; MEF GFP-LC3 puncta imaging; test concentration mostly 10 µM; calls only at 10 µM (by protocol); 190,000 compounds, 0.98% hits; AID 463193, 2010;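 active = percentage of spot-positive cells more than 3 SD above its plate mean, without a fluorescence outlier flag or 80% toxicity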;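 note: spot-positive cell cutoff set from DMSO-treated cells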
# NOD2 inhibition = NOD2 signaling inhibitors, cell-based, luminescence, uHTS, HEK293 (AID 1566); inhibition, % at 4 µM; hits with a dose series show EC50 in µM; HEK293 NOD2/NF-kB luciferase reporter, luminescence; higher % means a stronger effect; 290,000 compounds, 0.63% hits; in the data active = inhibition above about 50%; note: many of its hits are not listed in these tables
# Ins promoter up = insulin promoter activators in MIN6 cells, imaging, high-content screening, mouse beta cells | AID 1625, 2009 | z-score at 5 µM | 190,000 compounds, 0.3% hits | MIN6 insulin promoter-GFP reporter; stronger effect = higher value;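 active = z-score above 3 at 5 µM with at least 500 cells counted in the well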
# Hep lipid drop = inhibitors of hepatocyte lipid droplet formation, primary screen, imaging, high-throughput imaging, BODIPY stain | inhibition, % at 6.5 µM | 240,000 compounds, 0.4% hits | AML12 mouse hepatocytes, oleate lipid droplets;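 active = lipid droplet intensity inhibited by at least 50%, with more than 500 cells counted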
#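 Technique: fluorescence imaging, 20x objective, two fields per well / Assay system: AML12 hepatocytes (mouse) / Measure: % inhibition of lipid droplet signal / Doses: 6.5 µM single-point dosing / Incubation: overnight exposure / Reagent: 100 µM oleic acid challenge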
# b-catenin transl = modulators of beta-catenin nuclear translocation, primary screen, imaging, HeLa cells, immunofluorescence, high-content; AID 1665, 2009; 190,000 compounds, 0.3% hits; nuclear translocation activity, % at 5 µM;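 active = nuclear translocation activity above 50% at 5 µM, with a well cell count of 50 or more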;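 note: per-cell ratio of nuclear to cytoplasmic median beta-catenin stain intensity; plate controls were DMSO negative control for no effect and GSK-3 inhibitor IX positive control for full effect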
#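 Test system: human HeLa cells, endogenous beta-catenin. Times: 24 h compound exposure, 37°C. Measured by: beta-catenin immunofluorescence imaging with DAPI.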
# WT yeast gro inh mutant strain = also measured in WT yeast gro inh; calls as there; inhibition, %; mitochondrial fusion phenotypic screen, mutant strain inhibition
# Dynein transport cytoplasmic EGFP = second read-out of Dynein transport, no call of its own (marks repeat the call); z-score; measured here: cytoplasmic GR-EGFP intensity; stronger effect = higher value
# Dynein transport nuclear GR-EGFP = further read-out of Dynein transport, marked with its call; z-score; measured here: nuclear GR-EGFP intensity;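 lower value marks the stronger effect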
# Dynein transport cell count = also measured in Dynein transport; calls as there; z-score; measured here: cell count per field
# Ins promoter up cell count = further read-out of Ins promoter up, marked with its call; cell count; measured here: cytotoxicity, nuclei count;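 total cells summed across four imaged fields per well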
# Hep lipid drop cells 6.5 µM = second read-out of Hep lipid drop, no call of its own (marks repeat the call); cell count; measured here: cell count, cytotoxicity flag;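 cells counted across two imaged fields per well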
# b-catenin transl cell count 5 µM = recorded beside b-catenin transl, whose call it bears; cell count; measured here: cell count, cytotoxicity flag
# MT stabilize HCS Hoechst-high % = further read-out of MT stabilize HCS, marked with its call; % Hoechst-high responders; measured here: nuclear condensation Hoechst responders;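 share of cells brighter than vehicle mean plus two SD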
# MT stabilize HCS cytotoxicity % = recorded beside MT stabilize HCS, whose call it bears; toxicity, %; measured here: cytotoxicity by cell density;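 0% = mean cell density of plate MIN control wells and 100% = no cells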
# Autophagy HCS cell loss 18 h = also measured in Autophagy HCS; calls as there; toxicity, %; measured here: cell loss, nuclei count;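 cell loss after 18 h compound exposure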
# Active calls of the source: *; i = inactive; . = not tested or not shown. Only part of the results is shown; rates above refer to the full screens.
SMILES,Dynein transport,Dynein transport cytoplasmic EGFP,Dynein transport nuclear GR-EGFP,Dynein transport cell count,WT yeast gro inh,WT yeast gro inh mutant strain,Yfh1-depleted yeast,MT stabilize HCS,MT stabilize HCS Hoechst-high %,MT stabilize HCS cytotoxicity %,Autophagy HCS,Autophagy HCS cell loss 18 h,NOD2 inhibition,Ins promoter up,Ins promoter up cell count,Hep lipid drop,Hep lipid drop cells 6.5 µM,b-catenin transl,b-catenin transl cell count 5 µM
Cc1ccccc1C(=O)N/N=C/c1ccccn1,1,-0.266,0.192,-0.421,-17.1,-13.3,i,3.8,1.3,7.1,i,0.0,-56.5%,0.05,1346,-4.1,610,-4.3,509
O=C(NCc1ccco1)C(c1ccco1)N(C(=O)Cn1nnc2ccccc21)c1ccc2c(c1)CCC2 (stereo not drawn),-1.07,-0.178,-0.346,0.281,.,.,i,2.8,1.2,9.8,i,7.9,.,.,.,.,.,.,.
CCN(CC)CC(O)COc1ccc2c(c1)c(C(C)=O)c(C)n2-c1ccccc1 (stereo not drawn),0.68,-0.168,0.0645,-0.0701,-13.8,2.4,i,4.3,1.9,3.0,i,0.5,10.9%,-3.02,638,-10.6,730,-2.8,1203
O=C1CSC(c2cccc(F)c2)N1c1ccccc1F (stereo not drawn),0.625,-0.238,0.301,0.388,5.0,20.6,i,4.9,2.1,2.5,i,-0.4,19.2%,1.29,1113,-38.4,560,.,.
CCn1ncc([N+](=O)[O-])c1C(=O)n1nc(C)cc1C,0.316,-0.245,0.291,-0.0911,-4.0,-1.4,i,1.9,2.3,2.8,i,-4.7,17.6%,0.21,1330,-4.6,629,-0.4,569
Cn1c(=O)c2c(ncn2CC(=O)Nc2nnc(Cc3ccccc3)s2)n(C)c1=O,1.82,-0.165,1.12,-0.431,-17.6,-26.1,i,3.6,2.0,3.8,i,-16.8,-5.1%,-0.03,1345,3.7,774,.,.
Cn1c(-c2csc(-c3cccc(C(F)(F)F)c3)n2)n[nH]c1=S,-0.376,0.675,-0.131,-0.35,21.4,-1.0,i,1.5,1.3,8.0,i,-3.6,16.5%,-0.98,1174,-2.0,645,-1.0,993
CCOc1ccc(S(=O)(=O)Nc2ccc(C(=O)NN)cc2)cc1,-1.01,-0.045,0.199,-0.643,.,.,i,.,.,.,.,.,4.4%,0.14,993,-1.5,721,-1.0,1286
CCCS(=O)(=O)N1CCCC(C(=O)NCCN2CCCCC2C)C1 (stereo not drawn),-0.468,-0.193,-0.373,0.547,9.6,-0.8,i,0.6,1.7,8.3,i,3.0,14.3%,0.67,1461,.,.,-2.7,1373
COc1cccc(/C=N/NC(=S)NC2CC3CC2C2C=CCC32)c1O (stereo not drawn),0.36,-0.247,1.19,-0.867,.,.,i,.,.,.,.,.,0.7%,-0.72,1038,5.1,730,0.0,1369
Cc1ccccc1OCC(O)CN(CCO)Cc1ccccc1 (stereo not drawn),-1.03,-0.241,-0.525,0.879,-3.4,-5.7,i,4.0,1.7,8.4,i,-21.2,8.1%,-0.12,1282,-30.5,621,0.3,1120
O=C1CC(=O)CC(c2ccco2)C1,1.71,-0.214,0.823,0.302,-8.1,-10.6,i,4.2,1.5,12.1,i,23.0,-1.5%,-0.83,1262,-0.1,755,-1.3,1047
CC(C)Cc1nnc(NC(=O)CSc2nc(N)cc(=O)[nH]2)s1,-0.122,0.0272,-0.125,0.109,0.0,-13.1,i,1.2,1.4,11.5,i,2.0,-4.4%,0.32,850,-3.9,726,3.4,1199
O=C(Cn1c(=O)n(Cc2ccco2)c(=O)c2c3c(sc21)CCCCC3)c1ccccc1,-1.6,0.306,-1.62,-0.0369,-4.7,-52.7,i,2.2,1.2,3.3,i,-8.7,13.1%,.,.,.,.,.,.
COc1cccc(N2CC34C=CC(O3)C(C(=O)O)C4C2=O)c1 (stereo not drawn),-1.12,-0.0148,-0.288,0.441,2.7,-10.1,i,1.3,1.0,8.6,i,-8.3,5.2%,1.33,945,-2.8,788,1.0,978
CCc1ccccc1NC(=O)N[C@H](C(=O)O)C(C)C,1.09,0.428,0.516,0.894,-2.0,-2.3,i,3.1,2.7,10.6,i,-14.7,10.1%,-0.58,856,2.4,731,-2.9,1216
CS(=O)(=O)N(CC(=O)N1CCC(C(N)=O)CC1)C1CCCCC1,-0.189,-0.214,0.173,0.148,-6.5,-15.8,i,6.6,3.2,1.6,i,9.2,16.1%,-0.38,1375,.,.,-2.8,980
O=C1NC[C@H](c2ccccc2)N(CCc2cc(C(F)(F)F)cc(C(F)(F)F)c2)C1=O,-0.313,-0.831,-0.0681,0.391,.,.,i,.,.,.,.,.,28.7%,-1.4,1045,-18.4,691,0.5,1293
O=C(O)c1c2c(nc3ccccc13)CCCCC2,3.07,-0.0636,1.48,-1.3,-8.8,5.6,i,1.3,2.6,10.6,i,8.5,3.0%,-0.3,1357,28.0,695,-0.3,892
COc1ccc(NC(=O)c2cc(C3CC3)on2)c(OC)c1,0.699,-0.235,0.619,0.721,0.6,7.0,i,1.9,1.2,4.9,i,22.7,0.4%,0.51,1953,-7.8,709,-0.9,1119
Cc1cc(Nc2cccc(F)c2)n2ncnc2n1,-0.974,-0.26,0.0227,0.918,4.4,3.5,.,3.0,1.4,10.7,i,25.4,-3.2%,1.21,1309,-2.0,741,2.4,610
CC(=O)Nc1ccc(NC(=O)c2cccc(C(=O)OC(C)C)n2)cc1,0.0281,-0.321,0.487,-0.387,4.5,2.7,i,6.1,3.4,1.9,i,-7.8,-1.9%,-0.29,1563,.,.,-0.8,1340
C/C(=N\N1CCN(Cc2ccccc2Cl)CC1)c1ccc(F)cc1,-0.235,-0.251,0.532,0.0123,.,.,i,.,.,.,.,.,-3.6%,.,.,1.4,693,0.5,1282
COc1cc(/C=N/NC(=O)c2ccc(O)cc2)ccc1OCC(=O)N1CC(C)OC(C)C1 (stereo not drawn),-0.957,-0.212,-0.325,0.856,.,.,i,.,.,.,.,.,-5.1%,0.21,906,1.0,663,-1.4,1293
CC(=O)N1Cc2cc([N+](=O)[O-])ccc2Oc2ccccc21,-1.03,-0.395,-0.313,0.466,-5.5,9.3,i,3.7,2.5,21.2,i,3.9,-10.8%,-0.21,1291,-4.2,736,-0.4,1114
CSCCC(NC(=O)c1ccccc1C)C(=O)O (stereo not drawn),-0.468,-0.242,0.342,0.288,-6.5,12.1,i,3.2,1.8,9.0,i,-3.7,8.9%,-0.2,1138,17.1,688,1.1,1023
CN(C)S(=O)(=O)c1cccn1-c1ncc(C(F)(F)F)cc1Cl,-0.344,-0.261,-0.277,0.884,-11.8,-2.6,i,2.0,1.5,5.4,i,1.1,17.2%,.,.,5.0,764,-11.1,942
CC(C)CCN1CCN(Cc2ccoc2)CC1CCO (stereo not drawn),0.146,-0.167,-0.036,-0.293,.,.,i,.,.,.,.,.,-5.5%,0.39,1040,30.0,654,1.6,1309
O=C(O)CNC1=NCCCCC1,-0.189,-0.323,0.109,-0.0273,8.5,-1.9,i,3.3,2.7,9.5,i,0.2,3.8%,0.16,974,.,.,0.7,1111
COc1ccccc1NC(=O)CSc1nnc(COc2ccc(Cl)cc2)n1Cc1ccco1,-0.781,-0.446,-0.204,0.715,25.8,21.1,i,3.6,1.7,8.7,i,0.5,-13.2%,-0.57,1229,.,.,-0.2,1152
CC1(C)CC(=O)NC=C(c2ccccc2)C1,1.6,-0.0489,1.66,-2.14,1.9,13.8,i,2.6,1.5,0.8,i,10.0,4.6%,0.69,1386,.,.,-5.5,968
CCOc1ccc(-n2c(=O)c3c4c(sc3n(CC(=O)NCC3CCCO3)c2=O)CCCC4)cc1 (stereo not drawn),0.0931,0.173,-0.122,0.395,14.9,-1.1,i,3.5,1.5,3.6,i,19.3,13.0%,-0.45,1166,23.5,680,-1.0,1067
O=C(NCc1ccccc1F)C1CCCN1C(=O)NCc1ccccc1 (stereo not drawn),1.45,-0.207,0.755,-0.807,-6.4,-0.2,i,2.5,1.6,15.3,i,-15.2,-12.2%,-0.75,1522,.,.,-5.6,918
COc1ccc(OC)c(S(=O)(=O)N2c3cc(F)ccc3CCC2C)c1 (stereo not drawn),-0.919,-0.256,-0.243,0.0405,4.8,-1.8,i,1.9,0.8,20.5,i,-0.1,11.8%,-0.79,1084,-50.3,786,2.8,1088
OC(COc1ccc2ccccc2c1Cl)CN1CCOCC1 (stereo not drawn),-1.05,-0.47,-0.366,0.647,-18.2,12.2,i,2.1,2.0,15.9,i,-1.7,-37.5%,-0.1,1097,.,.,-5.6,994
Cc1cc(NC(=O)CCSc2nc(-c3ccco3)cc(C(F)(F)F)n2)n(-c2ccccc2)n1,0.36,-0.0747,0.0592,0.763,28.3,18.2,i,3.1,2.5,7.9,i,-4.2,-1.3%,.,.,18.6,752,-0.3,1111

# Screening data from PubChem.
